Growth percent in the NCI-60 one-dose screen (48 h, 10 µM unless noted): 100 = growth as untreated, 0 = no growth, -100 = all killed.
SW-620 – SW-620 colon cancer | 5.2% of 82,000 active | AID 1794795
786-0 – 786-0 renal cancer cells. 5.1% of 81,000 active. AID 1794775
UO-31 – UO-31 renal cancer. 5.2% of 81,000 active
HCC-2998 – HCC-2998 colon cancer; 4.7% of 79,000 active
HCT-116 – HCT-116 colon cancer | 7.3% of 82,000 active | AID 1794798
SN12C – SN12C renal cancer cells | 3.8% of 81,000 active
HCT-15 – HCT-15 colon cancer | AID 1794746 | 5.2% of 82,000 active
TK-10 – TK-10 renal cancer cells; 3.9% of 81,000 active
HT29 – HT29 colon cancer; 7.4% of 81,000 active; AID 1794748
* marks the source's active call; other numbers are inactive results; . = not tested or not shown; & = joins results of further samples; ! = not confirmed by another sample. Rule for the calls: active = growth percent below 10; inactive = the rest.

Values run as follows: SW-620, 786-0, UO-31, HCC-2998, HCT-116, SN12C, HCT-15, TK-10, HT29
Cc1cccc(-c2ccc3c4c(cccc24)C(=O)N(c2nc4ccccc4s2)C3=O)c1
    96, 100, 59, 112, 87, 86, ., 116, 108
COc1ccc(-c2c(C#N)c(N)n(-c3cccc(C(F)(F)F)c3)c(=O)c2C#N)cc1
    101, 101, 87, 109, 101, 97, 99, 104, 107
Nc1nc(-c2cc(C(c3ccccc3)c3ccccc3)nc(N)n2)cc(C(c2ccccc2)c2ccccc2)n1
    98, 103, ., 113, 101, 96, 101, 104, 113
O=c1[nH]c(NC2CCCC2)nc2sc3c(c12)CCCC3
    114, 90, 79, 107, 83, 94, 86, 112, 101
Cc1ccc(N=C(N)N)cc1
    101, 105, 94, 99, 82, 102, 109, ., 107
Cc1cc(=O)oc2cc(OCCOc3ccc(/C=C/C(=O)Nc4ccc(F)c(Cl)c4)cc3)ccc12
    97, 107, 92, 115, 92, 98, 80, 158, 107
Cn1cc(-c2nonc2-c2cn(C)c3ccc(Br)cc23)c2ccccc21
    15, 33, 32, 68, 17, 37, 26, 61, 9.2*
O=C1NC(=O)/C(=C/N2N=C(c3ccc(Cl)cc3)CC2c2ccc(F)cc2)S1 (stereo not given)
    97, 99, 59, 101, 94, 90, 101, 117, 101
CCCCCCCCCCCCCCCCCC1OCC(COC(=O)O[C@]2(CC)C(=O)OCc3c2cc2n(c3=O)Cc3cc4ccccc4nc3-2)O1 (stereo not given in full)
    57, 87, 73, 85, 67, 49, 83, 96, 80
O=C(O)C1CC(c2ccccc2)=NN1/C=c1\sc2ncnn2c1=O (stereo not given)
    106, 92, 90, 105, 96, 103, 104, 96, 98
O=[N+]([O-])CC(O)c1ccccc1Cl (stereo not given)
    105, 100, 81, 104, 96, 103, 98, 110, 106
Cn1c(=O)c2[nH]c(SCC(=O)c3ccc([N+](=O)[O-])cc3)nc2n(C)c1=O
    103, 106, 89, 109, 108, 107, 101, 113, 106
Cc1ccc(CC(=S)N2CCOCC2)cc1
    101, 101, 94, 105, 105, 97, 104, 100, 97
O=C(CSC(=S)n1cnc2ccccc21)Nc1ccccc1
    109, 103, 90, 91, 91, 104, 108, 107, 104
CC(N)C(=O)NC(CC(=O)O)C(=O)O (stereo not given)
    114, 100, 70, 113, 96, 94, 93, 106, 101
Cc1cn([C@H]2CC=C(CO)O2)c(=O)[nH]c1=O
    98, 97, 84, 115, 110, 101, 94, 92, 106
O=C(CC(=O)c1ccccc1)Nc1cccc([N+](=O)[O-])c1
    106, 97, 91, 96, 111, 100, 103, 107, 104
CCOC(=O)c1c(Cl)c2c(n1Cc1ccc(C)cc1)-c1oncc1CC2
    103, 95, 73, 108, 98, 102, 102, 99, 114
COc1cc2c(cc1OC)[C@@H]1Cc3ccc(OC)c(OC)c3CN1CC2
    77, 102, 84, 99, 99, 101, 100, 93, 80
NC(=O)CSC1=NC(c2cccc([N+](=O)[O-])c2)c2sc3ccc(Cl)cc3c2N1 (stereo not given)
    105, 100, 66, 122, 94, 98, 103, 116, 104

Continuation:
Values run as follows: SW-620, 786-0, UO-31, HCC-2998, HCT-116, SN12C, HCT-15, TK-10, HT29
O=C1c2ccccc2C(=O)N1Cc1ccc([N+](=O)[O-])cc1
    106, 109, 86, 99, 104, 108, 107, 101, 104
Nc1nc2c(s1)C(c1cccnc1)CC(=O)N2 (stereo not given)
    99, 115, 88, 110, 113, 100, 103, ., 103
CNC(=O)c1cc(Oc2ccc(NC(=O)Nc3ccc(Cl)c(OC4CC4)c3)c(F)c2)ccn1
    98, 110, 80, 83, 60, ., 68, 81, 71
Cc1nc2ccccc2c(N)c1-c1cc(C)c2c(C)nc3ccccc3c2n1
    -66*, -89*, -96*, -35*, -82*, 58, -90*, 14, -93*
CC(C)CCC[C@@H](C)[C@H]1CC[C@H]2[C@@H]3CC=C4C[C@@H](SC#N)CC[C@]4(C)[C@H]3CC[C@]12C
    97, 108, 93, 121, 98, 97, 98, 90, 89
CCOC(=O)C[N+]1(CC(=O)OCC)CCCCC1
    99, 94, 95, 106, 96, 98, 106, 77, 88
COc1cc(/C=N/NC(=O)c2ccc3nc(-c4ccc(Cl)cc4)[nH]c3c2)cc(OC)c1OC
    -22*!, -4.1*!, 59&88, -40*!, -68*!, 69, 56&96, 37&77, -50*!
O=C(Nc1nccnc1OCc1ccc(F)cc1)Nc1cccc2ccccc12
    105, 87, 94, 109, 78, 96, 99, 100, 92
COc1ccc(NCC(=O)Nc2ccccn2)cc1
    92, 102, 81, 110, 101, 98, 88, 131, 104
O=c1c2ccccc2nc(N/N=C/c2ccc(Oc3ccc(Cl)cc3)cc2)n1-c1ccccc1
    100, 95, 88, 117, 102, 94, 102, 115, 112
Clc1ccc(CNc2ccc3nc(CCC4CCCCC4)[nH]c3c2)cc1
    26, 59, 30, -58*, 36, 59, 9.6*, 84, 4.9*
CC1CCN(C(=O)OCc2nc3nc(Cl)nc(N4CCOCC4)c3[nH]2)CC1
    -56*, -80*, -100*, 2.0*, -74*, -61*, -12*, -92*, -67*
N#CC(C#N)=CNC(=S)Nc1ccc(S(=O)(=O)Nc2nccs2)cc1
    101, 100, 96, 105, 100, 101, 103, 102, 107
c1ccc(NC2Sc3nc4ccccc4nc3N2C2CCCCC2)cc1 (stereo not given)
    111, 97, 91, 111, 99, 98, 91, 90, 96
NS(=O)(=O)c1ccc(Cl)c(Cl)c1
    108, 91, 82, 104, 91, ., 98, 97, 94
Cc1ccc(-c2nc([P+](c3ccccc3)(c3ccccc3)c3ccccc3)c(S(=O)(=O)c3ccc(C)cc3)o2)cc1
    -70*, -19*, 15, 38, -69*, 3.9*, 4.2*, 2.8*, 0.0*
COc1ccc(C2=NN(C(=O)c3ccc(S(N)(=O)=O)cc3)C(c3ccccc3)C2)c(OC)c1 (stereo not given)
    107, 106, 91, 111, 107, 103, 102, 105, 114
CN(Cc1cnc2nc(N)nc(N)c2n1)c1ccc(C(=O)N[C@@H](CCC(=O)O)c2nn[nH]n2)cc1
    92, 98, 85, 108, 92, 110, 108, 99, 92
C=C(C)[C@@H]1CC[C@]2(CN)CC[C@]3(C)[C@H](CC[C@@H]4[C@@]5(C)CCC(=O)NC(C)(C)[C@@H]5CC[C@]43C)[C@@H]12
    76, 85, 59, 98, 12, 66, 39, 114, 12
c1cc(SSc2ccncc2)ccn1
    88, 98, 82, 100, 91, 95, 97, 84, 96

Other records:
Short keys – A = SW-620; B = 786-0; C = UO-31; D = HCC-2998; E = HCT-116; F = SN12C; G = HCT-15; H = TK-10; I = HT29
Cn1ncc2ncc(-c3ccc4ncc(C#N)c(N5CCc6cc(F)c(Cl)cc65)c4c3)cc21
  A = 54 | B = 22 | C = 3.1* | D = 46 | E = 53 | F = 30 | G = 23 | H = 63 | I = 41

CCCCOCc1cc(CN2CCN(C)CC2)c(O)c2ncccc12
  A = 46 | B = 38 | C = 21 | D = 58 | E = 19 | F = 62 | G = 26 | H = . | I = 96

Cc1nc(-c2ccccc2)n2nc(-c3ccccc3)cc2n1
  A = 100 | B = 107 | C = 90 | D = . | E = 97 | F = 91 | G = 100 | H = 180 | I = 97

COc1cc(CNC(=O)CCCC/C=C/C(C)C)ccc1OCc1cn(-c2ccc(C)cc2)nn1
  A = 102 | B = 100 | C = 76 | D = 108 | E = 92 | F = 89 | G = 104 | H = 101 | I = 100

COc1cc(NC(=O)CCSc2nc3ccc(C)cc3c(=O)n2-c2ccccc2)cc(OC)c1OC
  A = 87 | B = 80 | C = 53 | D = 100 | E = 85 | F = 83 | G = 93 | H = 99 | I = 112

CCC(C)C1OC1(C)C1(O)C(C)=CC2CC(C(=O)OC)=CCC2C1/C=C/C=C/C=C/C(=O)O (stereo not given)
  A = 88 | B = 98 | C = 60 | D = 88 | E = 80 | F = 92 | G = 93 | H = 115 | I = 95

O=[N+]([O-])c1ccc(Oc2ccc(Cl)cc2)cc1
  A = 102 | B = 102 | C = 80 | D = 100 | E = 106 | F = 112 | G = 105 | H = 99 | I = 102

Cc1c(C(=O)NNC(=O)Nc2ccc(Cl)cc2)nnn1-c1ccc(F)cc1
  A = . | B = 92 | C = 80 | D = 103 | E = 92 | F = 105 | G = 92 | H = 96 | I = 100

CCOC(=O)/C(C#N)=C/c1cccc(C)c1
  A = 103 | B = 98 | C = 89 | D = 102 | E = 96 | F = 103 | G = 108 | H = 98 | I = 99

COc1ccc(-c2cnc3[nH]c(-c4cc(OC)ccc4OC)c(C#N)c(=O)n23)cc1
  A = 101 | B = 105 | C = 76 | D = 109 | E = 105 | F = 97 | G = 101 | H = 118 | I = 114

CCOC(=O)/C(F)=C/C1CC1Cc1ccc(OC)cc1 (stereo not given)
  A = 104 | B = 99 | C = 87 | D = 103 | E = 104 | F = 75 | G = 95 | H = 99 | I = 72

Cn1c(C(N)=O)cc2c1-c1nc(NC3CCCCC3)ncc1CCC2
  A = 90 | B = 91 | C = 67 | D = 97 | E = 88 | F = 91 | G = 90 | H = 89 | I = 91

CC1(C)CC(=O)C(c2ccccc2)=C(O)c2ccccc21
  A = 105 | B = 103 | C = 94 | D = 85 | E = 84 | F = 96 | G = 144 | H = 128 | I = 111

O=C1N(CCl)c2ccccc2C1(Cl)Cl
  A = 108 | B = 105 | C = 85 | D = 104 | E = 109 | F = 105 | G = 103 | H = 111 | I = 109

O=C1C=CC(=O)N1c1ccccc1N1C(=O)C=CC1=O
  A = 58 | B = 110 | C = 79 | D = . | E = 105 | F = 97 | G = 100 | H = 97 | I = 99

Nc1nc(C(=O)OCCBr)cs1
  A = 98 | B = 106 | C = 73 | D = 95 | E = 99 | F = 95 | G = 107 | H = 115 | I = 99

CC(=O)n1nc(C(=O)OCc2ccccc2)c2ccccc21
  A = 104 | B = 96 | C = 78 | D = 109 | E = 95 | F = 104 | G = 106 | H = 119 | I = 117

Cc1cc(=O)[nH]c(=O)[nH]1
  A = 97 | B = 94 | C = 90 | D = 96 | E = 97 | F = 91 | G = 101 | H = 89 | I = 100

NC(N)=Nc1ccc(Oc2cccc(Nc3ccc(Br)c(C(F)(F)F)c3)c2)cc1
  A = -31* | B = 33 | C = 75 | D = -28* | E = -25* | F = -21* | G = 70 | H = 55 | I = 11

NS(=O)(=O)c1ccc(N2C(=O)CCC2=O)cc1
  A = 107 | B = 96 | C = 75 | D = 92 | E = 93 | F = 92 | G = 103 | H = 106 | I = 104

CS(=O)(=O)Nc1ccc(CNC(=O)c2ccsc2Nc2ccnc(C(F)(F)F)c2)cc1
  A = 99 | B = 93 | C = 81 | D = 97 | E = 90 | F = 102 | G = 99 | H = 108 | I = 113

COc1ccc(C2N=C(N)NC(Nc3nn[nH]n3)=N2)cc1 (stereo not given)
  A = 112 | B = 100 | C = . | D = 105 | E = 102 | F = 103 | G = 101 | H = 93 | I = 115

COc1ccc(C(=O)c2cc(OC)c(OC)c(OC)c2)cc1/C=C/C(=O)c1ccc(O)cc1
  A = -24* | B = 26 | C = 36 | D = -22* | E = -23* | F = 18 | G = -30* | H = 75 | I = 26

Cc1cccc(Cl)c1NC(=O)Nc1ccc(C#N)cc1
  A = 96 | B = 96 | C = 72 | D = 104 | E = 79 | F = 72 | G = 86 | H = 98 | I = 79

CSC(=S)OC(C)CC(C)C (stereo not given)
  A = 101 | B = 98 | C = 85 | D = 97 | E = 100 | F = 102 | G = 107 | H = 106 | I = 97

N=C(N)SCCc1ccccc1
  A = 104 | B = 88 | C = 92 | D = 111 | E = 90 | F = 93 | G = 104 | H = 116 | I = 103

C=C(C)[C@@H]1CC[C@]2(C(N)=O)CC[C@]3(C)[C@H](CC[C@@H]4[C@@]5(C)CCCNC(C)(C)[C@@H]5CC[C@]43C)[C@@H]12
  A = 76 | B = 87 | C = 84 | D = 98 | E = 56 | F = 78 | G = 50 | H = 107 | I = 16

Clc1ccc(Nc2n[nH]c(-c3ccccc3)n2)cc1
  A = 102 | B = 102 | C = 83 | D = 100 | E = 99 | F = 104 | G = 111 | H = 125 | I = 99

Screening results as filed in PubChem BioAssay.
